PKA-R1A act = PKA-R1A complex activation | P00514+P68181 | PKA-R1A dissociation, Cy5-IP20 fluorescence polarization; scaled: DMSO 0%, 113 µM cGMP 100% | activation, % at 11.4 µM | 340,000 compounds, 0.083% hits;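 active means percent activation above the mean of all tested compounds plus 3 SD, cut at about 19% in these data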;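 further: higher means more PKAc released from R1A so a rise in polarization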
MOR-DOR inv ag = mu-delta opioid heterodimer inverse agonism; 340,000 compounds, 0.21% hits; P35372+P41143; AID 504357; cell-based MOR-DOR heterodimer luminescence; inhibition, % at 9.3 µM; in the data active means inhibition above about 22%, passing the limit was not always enough;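 further: 0% = cells with DMSO and 100% = wells without cells with DMSO; values of inactives mirror those of a sister screen read the other way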
Target sequence (P35372 whole entry, looked up): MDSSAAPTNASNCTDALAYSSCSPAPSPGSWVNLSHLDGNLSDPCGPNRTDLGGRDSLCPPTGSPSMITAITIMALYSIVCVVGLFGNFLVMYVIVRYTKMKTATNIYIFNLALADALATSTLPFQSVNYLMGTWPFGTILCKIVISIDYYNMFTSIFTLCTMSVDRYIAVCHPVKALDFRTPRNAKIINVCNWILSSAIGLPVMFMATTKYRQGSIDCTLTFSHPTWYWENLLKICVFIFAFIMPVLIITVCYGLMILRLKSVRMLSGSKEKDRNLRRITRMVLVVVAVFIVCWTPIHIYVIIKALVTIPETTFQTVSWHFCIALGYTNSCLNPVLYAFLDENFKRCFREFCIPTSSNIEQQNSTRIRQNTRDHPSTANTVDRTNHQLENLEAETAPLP
Target sequence (P41143 whole entry, looked up): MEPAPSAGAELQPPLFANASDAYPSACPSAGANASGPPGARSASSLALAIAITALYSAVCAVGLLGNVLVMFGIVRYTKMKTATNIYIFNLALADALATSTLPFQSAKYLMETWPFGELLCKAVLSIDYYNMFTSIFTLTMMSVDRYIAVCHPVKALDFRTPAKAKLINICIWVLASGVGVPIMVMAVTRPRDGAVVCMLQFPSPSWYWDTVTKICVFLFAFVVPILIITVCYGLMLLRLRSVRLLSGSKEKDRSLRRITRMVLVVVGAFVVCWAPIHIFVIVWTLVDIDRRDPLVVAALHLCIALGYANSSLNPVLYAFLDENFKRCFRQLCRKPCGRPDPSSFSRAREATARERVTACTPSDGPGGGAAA
OPRM1-OPRD1 ag = OPRM1-OPRD1 heterodimerization agonism; activation, % at 9.3 µM; P35372+P41143; 340,000 compounds, 0.3% hits; cells, luminescence; in the data active means activation above about 18%;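 further: 0% = vehicle-treated cells and 100% = reference agonist; values of inactives mirror those of a sister screen read the other way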
Pemphigus Ab inh = inhibitors of pemphigus antibody binding to human desmoglein-3; DSG3-coupled beads, scFv-anti-DSG3-GFP binding, flow cytometry; active compounds read low; AID 588358; binding (percent of control), % at 10 µM; P32926; 310,000 compounds, 0.48% hits;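 active means binding more than 3 SD below its plate's average and above zero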;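 further: hits lower antibody fragment binding to DSG3; some compounds called inactive have numbers as strong as hits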
E coli growth = bacterial growth inhibition, counter-screen for AddAB inhibitors | E. coli V3065 growth, OD600 absorbance, 18 h | inhibition, % at 11.9 µM | 330,000 compounds, 0.27% hits | AID 449728;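 active means inhibition above the campaign's mean inhibition across all tested compounds plus 3 SD, cut at about 9.9% in these data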;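 further: uninfected addAB+ strain grown without phage in ampicillin broth; 0% = DMSO wells and 100% = ciprofloxacin 0.95 µg/ml wells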
HTR5A ag ctr = counter-screen for OPRM1-OPRD1 agonists: human HTR5A agonism; P47898; HTR5A agonist assay, luminescence, cell-based; activation, % at 9.3 µM; 340,000 compounds, 0.61% hits; in the data active means activation mostly above about 9.5%, no sharp cut-off; inactive means mostly below about 7.6%;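 further: 0% = cells with vehicle only and 100% = reference agonist; strong numbers were not always called active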
phage Ecoli inh = E. coli growth loss with phage present; 360,000 compounds, 0.26% hits; inhibition, % at 11.9 µM; growth absorbance; in the data active means inhibition above about 11%
AddAB inh = less growth of phage-infected E. coli with AddAB; 330,000 compounds, 0.29% hits; inhibition, % at 11.9 µM; E. coli expressing H. pylori AddAB, absorbance growth; in the data active means inhibition above about 12%;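 further: 0% = vehicle wells of infected cells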
HTR5A inv ag = counter-screen for OPRM1-OPRD1 inverse agonists: human HTR5A inverse agonism. AID 504634. inhibition, % at 9.3 µM. P47898. 340,000 compounds, 0.083% hits. HTR5A cell line, luminescence; in the data active means inhibition mostly above about 23%, no sharp cut-off; inactive means mostly below about 18%;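 further: 0% = cells with DMSO and 100% = no-cell wells with DMSO; some compounds called inactive have numbers as strong as hits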
SUMO Mot1 rescue = blocks SUMOylation pathway, rescuing yeast Mot1-301 growth; S. cerevisiae Mot1-301 growth rescue, ATP luminescence, 38.5C; percent above DMSO median, 100 means doubled; growth rescue, % at 18.8 µM; 320,000 compounds, 1% hits; AID 2716;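 active means every valid replicate shows activation above 250% relative to neutral control wells; inactive means the rest, any valid replicate at or below 250%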;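 further: OY570 slx delta 5 strain wells were the positive control but not used for scaling; some compounds called inactive have numbers as strong as hits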
PfHsp90 yeast 2 = reduces growth (ATP signal) of yeast expressing P. falciparum Hsp90 | S. cerevisiae expressing PfHsp90, BacTiter-Glo ATP, 48 h; yeast lacking PDR1 and PDR3 efflux regulators | inhibition, % at 9.4 µM | 310,000 compounds, 0.32% hits | AID 504621;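 active means every replicate shows inhibition above about 80%, whatever the replicate mean, limit read from the data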;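 further: 0% = DMSO neutral controls and 100% = 20 µM radicicol positive controls; yeast relying on Plasmodium falciparum Hsp90 in place of its own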
The depositor's hits bear a star; . = no result given. Rows were taken by chance; about 3.2% have a hit in one of these screens.

SMILES	PKA-R1A act	MOR-DOR inv ag	OPRM1-OPRD1 ag	Pemphigus Ab inh	E coli growth	HTR5A ag ctr	phage Ecoli inh	AddAB inh	HTR5A inv ag	SUMO Mot1 rescue	PfHsp90 yeast 2
Cc1c(-c2csc(N)n2)c2ccccc2n1C	-6	-2	0.5	98	-2.8	3	0.5	1.7	-10	-6	-9
O=C(Cn1nc(-c2ccc(Cl)cc2)ccc1=O)NCCN1CCOCC1	5	10	-1.7	100	-1.5	1	-0.8	-0.3	-2	27	17
CSc1ccc(C(C(C(=O)c2cccs2)N2CCOCC2)N2CCOCC2)cc1 (configuration not stated)	-2	9	-2.1	105	1.5	1	1.3	3.1	-4	-5	9
COc1ccc(OC)c(C2=NOC(C(=O)Nc3ccc4c(c3)OCCO4)C2)c1 (configuration not stated)	-4	11	-2.5	107	1.1	-3	1.5	0.6	12	-14	18
O=c1cc(N2CCCCCC2)[nH]c(=O)n1-c1ccc(Cl)cc1	-8	12	-2.3	113	-1.6	1	2.9	1.2	-27	5	12
CS(=O)(=O)n1nc(-c2ccco2)nc1N	-8	20	-4.3	106	0.8	2	3.7	1.8	-12	-18	16
S=c1[nH]cc(-c2ccccc2)[nH]1	-1	12	-2.3	93	2.8	-5	0.8	0.8	-13	12	11
CN(C)/C=C1/Nc2ccccc2C1=O	8	35*	-6.1	96	-0.9	-2	-0.2	-1.8	1	.	7
CCC(=NN=C(CC)c1ccccc1O)c1ccccc1O	-3	-9	1.8	92	.	3	2.9	.	-12	.	-26
CCN1CCN(C(=O)c2ccc(Cl)c(S(=O)(=O)N3CCCCC3)c2)CC1	-10	18	-3.3	101	0.1	6	3.0	0.4	0	-2	-5
CC(CNC(=O)CN1C(=O)COc2ccc(S(=O)(=O)N3CCCCC3)cc21)c1ccccc1 (configuration not stated)	-10	-7	1.3	.	0.2	8	0.6	4.5	1	152	12
COc1ccc(CNC(=O)CC2C[C@H](C(=O)N3CCCCC3)[C@@]3(C)c4[nH]c5ccccc5c4CCN3C2=O)cc1OC (some centres not stated)	-2	14	-3.0	104	-3.2	-1	2.5	1.9	2	10	-11

Arranged by formula weight (ascending): some entries from above
SMILES	PKA-R1A act	MOR-DOR inv ag	OPRM1-OPRD1 ag	Pemphigus Ab inh	E coli growth	HTR5A ag ctr	phage Ecoli inh	AddAB inh	HTR5A inv ag	SUMO Mot1 rescue	PfHsp90 yeast 2
S=c1[nH]cc(-c2ccccc2)[nH]1	-1	12	-2.3	93	2.8	-5	0.8	0.8	-13	12	11
CCC(=NN=C(CC)c1ccccc1O)c1ccccc1O	-3	-9	1.8	92	.	3	2.9	.	-12	.	-26
O=c1cc(N2CCCCCC2)[nH]c(=O)n1-c1ccc(Cl)cc1	-8	12	-2.3	113	-1.6	1	2.9	1.2	-27	5	12

Continuation:
SMILES	PKA-R1A act	MOR-DOR inv ag	OPRM1-OPRD1 ag	Pemphigus Ab inh	E coli growth	HTR5A ag ctr	phage Ecoli inh	AddAB inh	HTR5A inv ag	SUMO Mot1 rescue	PfHsp90 yeast 2
COc1ccccc1Nc1nc(Cl)nc(Nc2ccccc2OC)n1	-8	-17	3.1	101	-1.3	0	2.7	-0.7	1	2	-13
O=C(CN1C(=O)C(=O)N(Cc2ccco2)C1=O)c1c[nH]c2ccccc12	-8	1	-0.2	97	1.5	2	1.8	4.5	-5	204	15
Cc1occc1-c1nnc(SCC(=O)Nc2ccccc2N2CCCCC2)n1C	-4	-12	2.1	94	1.4	9.8*	2.8	0.1	-16	141	-2
CCN(CC)CCNC(=O)C1(O)c2cc(Br)ccc2NC(=O)N1c1ccccc1 (configuration not stated)	3	14	-3.1	102	0.2	5	2.0	-1.9	-19	-9	-6
COc1ccccc1C(=O)NC(=O)COC(=O)Cc1ccc(F)cc1	-14	14	-3.5	102	-1.2	6	2.4	-0.8	-9	-1	.
Cc1cccc(N=N/C(=C\O)C(=O)c2cccs2)c1	-4	-2	0.3	91	2.9	-1	3.9	1.9	4	-8	-56
Cc1cc2ccccc2c(=O)n1CC(=O)NCC1COc2ccccc2O1 (configuration not stated)	0	-1	0.2	99	-0.2	4	0.8	-0.1	22	303	2
COc1ccc(OC)c(NC(=O)COC(=O)/C=C/c2ccc(Cl)cc2)c1	-10	-10	1.8	105	0.3	1	3.3	0.6	-13	6	8
CCOC(=O)c1c(S(=O)(=O)NCC(=O)Nc2ccccc2)c(C)n(C)c1C	3	9	-1.8	126	-0.2	-1	2.5	-1.0	2	-8	5
COc1ccccc1CNC(=O)CCCn1nc(C)c2c(C)n(-c3ccc(C)cc3)nc2c1=O	0	17	-3.5	111	-2.8	-1	2.5	0.4	3	10	10
CN(C)/C=C/C(=O)c1ccc2noc(-c3cccc(F)c3)c2c1	-19	-21	4.4	100	-2.6	5	0.7	-1.7	-19	-8	107*
Cc1cc(C)c(S(=O)(=O)Nc2nnc(CC(C)C)s2)c(C)c1	4	9	-1.8	111	3.5	13	-1.2	2.7	-36	-5	-31
CCOC(=O)N1CCN(S(=O)(=O)c2ccc(OC)cc2)CC1	-3	6	-1.3	115	-1.5	-1	4.6	0.7	3	380	4
CN(C)CCCN(C(=O)COc1ccc(Cl)cc1)c1nc2cc3c(cc2s1)OCO3	1	-17	3.2	106	-1.7	-4	-0.6	1.6	-8	-16	6
COC(=O)C1CCCCN1C(=O)c1cc(COc2cccc3cccnc23)on1 (configuration not stated)	6	18	-3.6	102	1.3	0	2.5	5.6	1	-28	12
COc1ccccc1NS(=O)(=O)c1ccc(C(=O)NCCCN2CCCC2=O)cc1	7	-1	0.3	97	-0.2	-5	1.1	-0.6	12	-7	.
Clc1ccc(-c2nnc(Sc3nc4ccccc4o3)c3ccccc23)cc1	10	2	-0.3	96	1.4	2	3.5	1.2	-5	-2	-34
COc1ccc(CCC(=O)N2CCCC(Nc3ccc(OC)cc3)C2)cc1 (configuration not stated)	-2	7	-1.4	103	2.5	0	-0.7	1.2	10	0	-1
CN(C)CCCNc1ncnc2oc(-c3ccccc3)c(-c3ccccc3)c12	0	17	-3.7	106	-2.0	3	0.3	-3.5	-10	29	16
C=CCNC(=S)N/N=C(\C)c1cccc(OC)c1	-12	9	-1.7	88	0.7	-1	3.1	1.2	0	.	-10
CC(C)CN(C(=O)c1cc(Cl)nc2ccccc12)c1c(N)n(Cc2ccccc2)c(=O)[nH]c1=O	-1	4	-0.7	107	0.9	1	3.6	4.4	-3	-6	3
CC(=O)Nc1cc(C(=O)CSc2nnc(C3CC3)n2C2CC2)ccc1O	-3	11	-2.7	.	-1.4	-3	0.0	1.6	6	-9	-1
CCN(CC)CCOc1ccc2nc(N(C)C)sc2c1	-9	7	-1.2	102	-2.2	4	1.9	2.0	-43	-1	20
CCC(=O)c1ccc(OC(=O)c2cccs2)cc1	-8	14	-2.3	.	0.5	-3	3.6	4.6	-13	102	16
Cn1c(CC(=O)Nc2ccccc2)n[nH]c1=S	-4	-4	0.9	108	0.5	-3	3.0	-0.4	9	1	.
O=C1CN(C(=O)C2CCCC2)CCN1	-8	11	-2.2	104	1.8	5	4.0	0.3	-18	-17	-26
COc1ccc(C(=O)Nc2ccccc2C(=O)N2CCOCC2)cc1OC	-6	5	-0.9	99	-1.1	4	-0.1	2.9	-10	45	-5
O=C(Nc1nnc(/N=C/c2ccco2)s1)c1ccc(F)cc1	-8	4	-0.8	.	-1.3	-1	1.4	3.6	-14	-16	-16
COc1ccc(C(=O)NC2CCN(C(=S)Nc3cccc(C)c3C)CC2)cc1	3	6	-1.0	118	0.3	-2	3.0	0.5	-7	-10	-61
CC(C(=O)N1CCCCCC1)c1ccc([N+](=O)[O-])cc1 (configuration not stated)	-6	-3	0.4	104	0.9	-1	2.4	3.4	2	165	-24
O=C(NCc1nnc(SCC(=O)N2CCCCC2)o1)c1c(F)cccc1Cl	-5	13	-2.6	105	1.4	-6	-1.4	3.5	-6	14	-7
C=CCn1c(CCNC(=O)c2ccc(Cl)c(Cl)c2)nnc1SCCOc1ccc(OC)cc1	-3	-26	4.7	.	4.8	4	.	1.9	-18	147	7
CC(C)(C)NC(=O)C[C@H]1C[C@H](C(=O)N2CCCCC2)[C@@]2(C)c3[nH]c4ccc(Cl)cc4c3CCN2C1=O	-14	14	-2.9	105	2.5	3	1.0	-1.2	-10	.	6
Cc1occc1C(=O)Nc1c(F)c(F)c(F)c(F)c1F	6	11	-2.0	97	0.0	0	3.3	0.9	-5	15	4
Cc1cc(O)cc(O)c1C(=O)Cc1cnn(-c2ccccc2)c1	0	3	-0.4	.	1.1	-1	1.2	0.2	11	-11	.
Cc1ccccc1-n1c(C)cc(/C=C2\NC(=O)NC2=O)c1C	13	18	-3.9	110	0.8	-1	0.1	1.9	-2	-4	.
Cc1ccccc1C(=O)N1CCC(C(=O)Nc2ccc(C)c(S(=O)(=O)N3CCCCC3)c2)CC1	-3	3	-0.7	105	2.5	1	0.4	1.0	-3	3	-1
CN(C)C(=O)COC(=O)c1cccnc1Nc1ccccc1F	8	8	-1.5	106	-2.1	-4	3.4	0.2	-10	.	-4
COc1ccc(-c2cc(CNC(=O)CN3CCN(C)CC3)on2)cc1	-4	8	-1.7	98	2.9	-4	2.9	4.1	10	11	-3
Cc1ccc(S(=O)(=O)N2CCN(c3ccc(C(=O)N4CCOCC4)cc3[N+](=O)[O-])CC2)cc1	-8	8	-1.6	100	-0.6	1	1.8	1.1	-17	2	-10
Cc1ccccc1OCCn1cc(C=O)c2ccccc21	-2	8	-1.6	107	3.0	7	2.9	-0.9	0	-11	12
COc1ccc(N2C(=O)CC2(C#N)c2ccc(OCc3ccccc3)cc2)cc1 (configuration not stated)	4	11	-2.1	93	0.3	3	4.8	-3.2	-7	-10	7
COc1ccc(Cl)cc1NC(=O)CSc1sc2c(O)cc(=O)[nH]c2c1C#N	15	21	-4.0	96	-2.4	-1	2.0	0.3	-13	20	3
Cn1nc(Cc2cccc3ccccc23)c(C#N)c1N	-2	7	-1.3	108	-0.7	-6	0.4	0.8	-23	-16	-14
COc1cc(OC)cc(N2C(=O)CC(N3CCC(C(=O)N4CCCCC4)CC3)C2=O)c1 (configuration not stated)	-12	23	-4.4	111	.	1	-0.2	.	-2	298*	82*
COc1ccc(-c2nc(=S)c3c([nH]2)Oc2ccc(C)cc2C3)cc1O	-7	9	-1.5	90	-1.9	3	5.6	0.0	-8	14	-5
O=c1c2ccccc2c(C=NCc2ccccn2)c(O)n1-c1ccccc1	7	2	-0.4	95	-0.2	1	4.1	1.6	-2	-20	-18
CCN(CC)S(=O)(=O)c1ccc(Cl)c(NC(=O)c2ccncc2)c1	-1	21	-4.1	101	0.8	-1	1.6	3.5	4	-15	-23
CCCCCCCCCn1cc(C(C)=O)c(=O)[nH]c1=O	2	3	-0.5	100	2.5	8	0.8	3.6	10	-12	-59
CCCCC(=O)NNC(=S)NC(=O)C(c1ccccc1)c1ccccc1	-4	28*	-4.9	102	-5.7	-4	0.3	-4.1	11	0	-54
O=C(Cn1nnc(-c2ccc(F)cc2)n1)Nc1cccc(S(=O)(=O)N2CCCC2)c1	-1	-9	2.3	101	-0.6	2	3.1	3.6	-20	-15	5
